Screening data (PubChem)
NCF1 inh: p47phox (human) inhibition. P14598. p47phox/p22phox peptide binding, fluorescence polarization, 2 h. inhibition, % at 24.7 µM. 220,000 tested, 0.53% active. AID 1274;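 active means inhibition above about 30%, limit read from the data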;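 further: 0% = p47phox with labelled peptide and 100% = labelled peptide alone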
CHOP inh: CHOP inhibition in unfolded protein response. CHO-K1 CHOP-promoter luciferase, tunicamycin-induced, 15-18 h. inhibition, % at 10 µM. 220,000 tested, 3.8% active;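 active means compounds that reduced the stress-induced luciferase reporter signal by more than about 70% of percent inhibition, limit read from the data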;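 further: 0% = tunicamycin plus vehicle and 100% = wells without tunicamycin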
BaF3 parental: parental Ba/F3 viability inhibition as JAK2V617F counter-screen; CellTiter-Glo ATP luminescence; inhibition, % at 5.6 µM; 220,000 tested, 1.1% active; AID 1486;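 active means inhibition above a per-campaign cutoff, the mean inhibition of all tested compounds plus 3 SD, cut at about 27% in these data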;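 further: 0% = DMSO wells and 100% = JAK Inhibitor I control wells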
NPY1 pot ag: human NPY-Y1 potentiation or agonism, primary screen. P25929. NPY-Y1 expressing cells, potentiator/agonist activation. activation, % at 3.6 µM. 220,000 tested, 0.37% active; in the data active means activation above about 33%, passing the limit was not always enough;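 further: cells stimulated with NPY at EC10 then isoproterenol at EC100; 0% = low agonist plus stimulus and 100% = saturating agonist plus stimulus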
Target sequence (P25929 whole entry, looked up): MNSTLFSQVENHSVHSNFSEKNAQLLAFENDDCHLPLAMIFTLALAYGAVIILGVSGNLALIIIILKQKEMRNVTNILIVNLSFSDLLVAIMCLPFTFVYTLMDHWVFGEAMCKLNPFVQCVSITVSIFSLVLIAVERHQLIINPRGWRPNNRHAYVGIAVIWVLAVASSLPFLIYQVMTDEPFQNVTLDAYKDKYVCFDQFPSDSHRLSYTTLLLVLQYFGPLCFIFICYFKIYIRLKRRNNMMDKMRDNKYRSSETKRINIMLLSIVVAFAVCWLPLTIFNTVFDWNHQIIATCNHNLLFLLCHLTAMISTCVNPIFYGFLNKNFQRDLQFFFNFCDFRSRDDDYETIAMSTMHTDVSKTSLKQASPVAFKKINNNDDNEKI
S1P4 agonist: human S1P4 receptor agonism. AID 1509. 220,000 tested, 0.35% active. activation, % at 4.98 µM. S1P4-expressing cell line, agonist reporter assay; in the data active means activation above about 11%;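 further: 0% = DMSO vehicle and 100% = reference agonist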
Target sequence (O95977 whole entry, looked up): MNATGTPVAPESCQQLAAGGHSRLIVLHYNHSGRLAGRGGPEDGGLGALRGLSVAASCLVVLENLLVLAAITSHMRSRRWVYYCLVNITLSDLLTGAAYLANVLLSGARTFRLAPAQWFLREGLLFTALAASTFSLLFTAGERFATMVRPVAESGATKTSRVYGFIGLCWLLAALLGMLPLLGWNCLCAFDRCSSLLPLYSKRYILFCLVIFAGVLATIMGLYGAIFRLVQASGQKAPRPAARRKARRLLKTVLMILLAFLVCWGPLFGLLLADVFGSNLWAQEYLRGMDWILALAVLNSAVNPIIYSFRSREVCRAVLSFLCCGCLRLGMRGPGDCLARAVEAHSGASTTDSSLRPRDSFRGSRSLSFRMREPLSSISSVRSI
S1P4 antagonist: human S1P4 receptor antagonism. AID 1510. O95977. inhibition, % at 4.98 µM. 220,000 tested, 0.26% active. S1P4-expressing cells, antagonist mode, reporter read-out; in the data active means inhibition above about 29%;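 further: 0% = wells stimulated with agonist and 100% = vehicle wells without agonist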
NPY-Y2 PAM-ag: potentiates or activates human NPY-Y2 receptor; P49146; cells expressing NPY-Y2, potentiator/agonist read-out; activation, % at 3.6 µM; 220,000 tested, 0.45% active; AID 1359; in the data active means activation above about 27%;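 further: cells stimulated with NPY near EC25 plus isoproterenol at EC100; 0% = vehicle plus submaximal agonist and 100% = vehicle plus saturating agonist; some results beyond the cut were filed as inactive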
Ba/F3 V617F tox: loss of viability in JAK2V617F-driven Ba/F3 cells; Ba/F3 EpoR-JAK2V617F viability, ATP luminescence; inhibition, % at 5.6 µM; 220,000 tested, 1.1% active; AID 1446;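 active means inhibition above the campaign mean plus 3 SD over all tested compounds, cut at about 24% in these data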;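 further: cytokine-independent growth of Ba/F3 cells driven by EpoR plus mutant JAK2; 0% = DMSO-treated cells and 100% = JAK inhibitor I control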
NPY Y1 blocker: blocks the human neuropeptide Y Y1 receptor; HEK293-CNG Y1 cells, membrane potential fluorescence; NPY at EC95, then isoproterenol; P25929; 200,000 tested, 1% active; inhibition, % at 3.6 µM;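 active means inhibition above the campaign mean inhibition of all tested compounds plus 3 SD, cut at about 20% in these data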;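 further: 0% = DMSO wells given NPY plus isoproterenol and 100% = isoproterenol alone without NPY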
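Test system – HEK293 Y1/CNG channel cell line · Also added – NPY agonist 25 nM, then isoproterenol 1 µM plus Ro 20-1724 25 µM · Compound dosing – one concentration, 3.6 µM, in 0.4% DMSO · Schedule – compound incubation 1 h at room temperature, readout 45 min post-stimulation · Technique – fluorescence, membrane potential probe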
* hit, by the source's call; · = not tested or not shown.

The opening three entries, to show the layout:
#1 COc1ccc(Cl)c(N2CCN(CCCNC(=O)Nc3ccc(C)cc3)CC2)c1
#2 COc1ccc(NC(=O)c2ccc(S(=O)(=O)N3CCOCC3)o2)cc1
#3 CCN(CC)CCNS(=O)(=O)c1ccc(OC)c(Br)c1

Compound,1,2,3
NCF1 inh,-37,-8,-4
CHOP inh,83*,13,3
BaF3 parental,10,-3,4
NPY1 pot ag,-31,14,12
S1P4 agonist,-1.6,0.6,-2.8
S1P4 antagonist,-2,10,-14
NPY-Y2 PAM-ag,-12,-13,-7
Ba/F3 V617F tox,13,-1,-1
NPY Y1 blocker,5,·,6

All compounds of this part (from the top)
#1 COc1ccc(Cl)c(N2CCN(CCCNC(=O)Nc3ccc(C)cc3)CC2)c1
#2 COc1ccc(NC(=O)c2ccc(S(=O)(=O)N3CCOCC3)o2)cc1
#3 CCN(CC)CCNS(=O)(=O)c1ccc(OC)c(Br)c1
#4 O=C(O)CCc1ccc(-c2cccs2)n1NC(=O)c1ccc(O)cc1
#5 COCCn1c(SCC(=O)Nc2ccc(S(=O)(=O)N3CCOCC3)cc2)nc2ccccc21
#6 COc1ccc(C(=O)N(Cc2nc(-c3ccc(C)cc3)no2)C(C)C)cc1OC

Compound,1,2,3,4,5,6
NCF1 inh,-37,-8,-4,-14,-14,-2
CHOP inh,83*,13,3,20,10,37
BaF3 parental,10,-3,4,4,0,6
NPY1 pot ag,-31,14,12,10,13,1
S1P4 agonist,-1.6,0.6,-2.8,-3.7,0.7,1.4
S1P4 antagonist,-2,10,-14,9,-32,-20
NPY-Y2 PAM-ag,-12,-13,-7,1,8,-15
Ba/F3 V617F tox,13,-1,-1,-3,-3,2
NPY Y1 blocker,5,·,6,1,-4,10

#7 CCCNC(=O)c1ccccc1NS(=O)(=O)c1ccc(OC)c(OC)c1
#8 O=C(Nc1ccc(C(=O)Oc2ccccc2)c(O)c1)c1ccco1
#9 O=[N+]([O-])c1cc(CN2CCCC2)c2cccnc2c1O
#10 Fc1ccccc1N1CCN(C(c2ccncc2)c2nnnn2C2CCCC2)CC1 (stereo not given)
#11 Cc1ccc(SCC(=O)O/N=C(\N)c2cccc([N+](=O)[O-])c2)cc1
#12 CCOC(=O)C1=C(CNCc2ccc(C)cc2)NC(=O)NC1c1ccc(OC)cc1 (stereo not given)

Compound,7,8,9,10,11,12
NCF1 inh,-9,-12,11,-6,-12,-13
CHOP inh,29,48,18,-34,14,·
BaF3 parental,5,7,5,6,-1,28*
NPY1 pot ag,-7,6,5,-10,-30,-12
S1P4 agonist,-1.8,-0.2,-0.6,-0.2,-1.6,0.5
S1P4 antagonist,-19,1,2,-12,3,-7
NPY-Y2 PAM-ag,0,-8,-3,5,-2,-8
Ba/F3 V617F tox,-4,5,-2,-2,-5,52*
NPY Y1 blocker,-4,0,-5,2,19,14

#13 O=C(CN1C(=O)CSc2ccccc21)NC1CCCC1
#14 Cc1ccccc1Nc1nc(-c2sc(NC(=O)c3cccc(Cl)c3)nc2C)cs1
#15 Cc1nc(=S)n(-c2ccccc2)[nH]1
#16 COC(=O)c1ccccc1NC(=O)CSc1nc2ccccc2c(=O)[nH]1
#17 Cc1nnc(SCC(=O)OC2CC(C)CCC2C(C)C)[nH]c1=O (stereo not given)
#18 CN(CC(=O)N1CCCCCC1)S(=O)(=O)c1ccc(F)cc1

Compound,13,14,15,16,17,18
NCF1 inh,-10,-22,4,-5,-8,1
CHOP inh,24,10,8,-31,8,15
BaF3 parental,-1,6,1,4,6,6
NPY1 pot ag,0,9,4,-55,-23,-4
S1P4 agonist,-0.4,-1.4,0.2,1.3,-4.0,0.7
S1P4 antagonist,2,11,-20,-15,11,-5
NPY-Y2 PAM-ag,-6,10,3,-31,7,-2
Ba/F3 V617F tox,3,5,-2,7,0,1
NPY Y1 blocker,9,0,1,7,0,8

#19 Cc1ccc(S(=O)(=O)N2CCC(C(=O)NCc3cccnc3)CC2)cc1
#20 CCOc1ccc(NC(=O)C2CC(=O)N3CCCN=C3S2)cc1 (stereo not given)
#21 C1CN(CC23CC4CC(CC(C4)C2)C3)CCO1
#22 COC(=O)c1ccc2c(c1)NC(=O)CS2
#23 O=C(c1ccc2c(c1)OCO2)N1CCN(c2ncccn2)CC1
#24 CCCn1c(C(O)c2ccc(OC)cc2)nc2ccccc21 (stereo not given)

Compound,19,20,21,22,23,24
NCF1 inh,-11,-11,13,1,-3,-12
CHOP inh,19,4,32,-2,35,-2
BaF3 parental,1,2,1,6,4,-1
NPY1 pot ag,21,-1,-1,-12,-1,1
S1P4 agonist,-0.2,-1.7,0.2,0.7,-1.7,0.1
S1P4 antagonist,-2,-9,-22,-23,-3,-1
NPY-Y2 PAM-ag,3,3,6,-9,2,3
Ba/F3 V617F tox,0,-3,-5,1,1,-4
NPY Y1 blocker,17,2,-5,-2,-3,1

#25 c1ccc(-c2cc3c(NCC4COc5ccccc5O4)ncnc3s2)cc1 (stereo not given)
#26 Cc1ccc(NC(=O)Cn2c(O)c(N=NC(=O)c3cc4ccccc4cc3O)c3ccccc32)cc1
#27 CCOC(=O)c1nc2c(ccc3ccccc32)cc1C
#28 O=C(NCc1cccnc1)/C(=C\c1ccc(-c2ccc(Cl)c(Cl)c2)o1)S(=O)(=O)c1ccccc1
#29 CC12C(=O)N(NC(=O)c3ccncc3)C(=O)C1C1C=CC2C1 (stereo not given)
#30 O=C(O)c1ccc(Cl)c(S(=O)(=O)Nc2ccc3[nH]c(=O)[nH]c3c2)c1

Compound,25,26,27,28,29,30
NCF1 inh,-34,58*,-10,-56,-6,-11
CHOP inh,49,97*,24,110*,-2,-6
BaF3 parental,10,0,3,2,5,0
NPY1 pot ag,-7,-7,-24,-44,-11,-3
S1P4 agonist,0.1,0.3,-0.7,-0.9,-0.5,-0.3
S1P4 antagonist,-7,9,5,58*,-9,1
NPY-Y2 PAM-ag,-10,10,-34,-18,-10,-5
Ba/F3 V617F tox,0,-2,-1,-2,1,-3
NPY Y1 blocker,-5,2,·,24*,10,·

#31 O=C(O)CCCCCCCCCCCc1ccccc1
#32 CC(=O)Nc1ccc(S(=O)(=O)N2CCC(n3cnc4cc(F)ccc43)CC2)cc1
#33 O=[N+]([O-])c1cc(S(=O)(=O)N2CCCCCC2)ccc1F
#34 C=CCNCC(O)COc1ccc(C(C)=O)cc1OC (stereo not given)
#35 CCN(CC)C(=S)SCC(=O)c1c(C)[nH]c2ccccc12
#36 CC1(C)Oc2ccc(C(=O)NN)cc2NC1=O

Compound,31,32,33,34,35,36
NCF1 inh,-12,-5,3,4,-1,8
CHOP inh,-6,41,2,2,0,4
BaF3 parental,-7,3,9,3,4,2
NPY1 pot ag,5,10,9,16,16,13
S1P4 agonist,-0.9,0.2,-3.1,0.0,1.0,-0.3
S1P4 antagonist,-3,7,8,11,-11,-5
NPY-Y2 PAM-ag,10,35*,-8,6,1,6
Ba/F3 V617F tox,-1,-3,1,-6,0,-1
NPY Y1 blocker,0,2,-3,·,-3,-2

#37 Fc1ccc(C2CCCN2Cc2nc(Cc3ccccc3F)no2)cc1 (stereo not given)
#38 Cc1ccc(-n2c(=O)cc(NCc3cccnc3)[nH]c2=O)cc1
#39 COc1ccc(CNC(=O)CN2CCN(S(=O)(=O)c3cccs3)CC2)cc1OC
#40 CN1CCN(c2ccc(NC(=O)c3cccc(OCc4ccccc4)c3)cc2)CC1
#41 COc1ccc2c(c1)c(C(=O)OCCN(C)C)c(C)n2C
#42 Cc1cccc(N(C(=O)CNC(=O)c2cccs2)C(C(=O)NC2CCCC2)c2cccnc2)c1 (stereo not given)

Compound,37,38,39,40,41,42
NCF1 inh,-14,-5,2,5,2,-8
CHOP inh,31,0,-5,29,26,-9
BaF3 parental,8,2,6,3,1,1
NPY1 pot ag,-3,-32,6,25,-11,-12
S1P4 agonist,9.5,0.7,-0.2,0.2,0.8,0.4
S1P4 antagonist,-3,-14,-7,4,-12,-20
NPY-Y2 PAM-ag,3,0,0,9,-13,-1
Ba/F3 V617F tox,0,3,5,-2,4,0
NPY Y1 blocker,-1,0,8,1,4,-1

#43 COc1ccc(-c2nn3c(-c4ccccn4)nnc3s2)cc1OC
#44 O=C(CN1C(=O)COc2ccccc21)NCc1ccc(C(=O)O)cc1
#45 S=c1[nH]nc(-c2ccc(Br)cc2)n1-c1ccc2c(c1)OCCO2
#46 Cc1cc(OC(C)C(=O)N/N=C/CC(C)c2ccccc2)ccc1Cl (stereo not given)
#47 CCOC(=O)c1nc(C)n(-c2cc(Cl)ccc2Cl)n1
#48 COCCCNC(=O)Nc1ccc(Br)cc1Cl

Compound,43,44,45,46,47,48
NCF1 inh,4,-4,-7,-11,-11,-81
CHOP inh,6,3,-3,55,23,20
BaF3 parental,0,3,5,3,1,0
NPY1 pot ag,-10,30,6,-35,6,-2
S1P4 agonist,1.2,-1.8,1.0,-4.3,0.3,0.1
S1P4 antagonist,-39,-8,-8,-15,3,-13
NPY-Y2 PAM-ag,12,4,-17,-13,-16,6
Ba/F3 V617F tox,-4,1,5,-2,-2,-2
NPY Y1 blocker,-2,1,·,7,-1,-2

Printed as active in NPY-Y2 PAM-ag, of those listed so far:
cpd	canonical_smiles	NCF1 inh	CHOP inh	NPY1 pot ag	S1P4 agonist	S1P4 antagonist	NPY-Y2 PAM-ag	NPY Y1 blocker
32	CC(=O)Nc1ccc(S(=O)(=O)N2CCC(n3cnc4cc(F)ccc43)CC2)cc1	-5	41	10	0.2	7	35*	2

(next part)
#49 CC(=O)Nc1ccc(OCC(=O)NCc2ccccc2)cc1
#50 COc1ccc(C(=O)Nc2c(Cl)cc(Cl)cc2C(=O)NCCN2CCOCC2)cc1
#51 CC(=O)c1cccc(NC(=O)C2CCN(S(=O)(=O)c3ccccc3)CC2)c1
#52 O=C(Nc1ccccc1-c1ccccc1)C(=O)Nc1ccccc1-c1ccccc1
#53 CC(C)(CNC(=O)c1ccc(S(=O)(=O)N2CCCC2)cc1)N1CCOCC1
#54 CN(C)/C=N/N(C)c1ncccc1[N+](=O)[O-]

Compound,49,50,51,52,53,54
NCF1 inh,-6,-1,1,-14,0,-5
CHOP inh,2,0,25,3,11,-7
BaF3 parental,7,0,6,-3,7,-2
NPY1 pot ag,-7,-43,-17,6,0,-2
S1P4 agonist,0.3,-2.2,-0.8,1.2,2.0,0.2
S1P4 antagonist,-5,-9,5,-3,-22,10
NPY-Y2 PAM-ag,1,-8,-4,8,13,-6
Ba/F3 V617F tox,2,-4,2,-2,2,-2
NPY Y1 blocker,3,-4,7,·,0,·

#55 CCC(=O)c1cc(F)c(N2CCN(S(=O)(=O)c3ccc(C)cc3)CC2)cc1C
#56 CCC(C)(C)NC(=O)C(c1ccc(OC)cc1)N(CCOC)C(=O)CCC(=O)Nc1nccs1 (stereo not given)
#57 O=C(NN1C(=O)/C(=C\c2ccc(O)c([N+](=O)[O-])c2)SC1=S)c1ccccc1Cl
#58 Cn1c(=O)c2c(ncn2CC(=O)Nc2nc(-c3ccc(F)c(F)c3)cs2)n(C)c1=O
#59 COc1cc(C)c(S(=O)(=O)N2CCN(C)CC2)cc1C
#60 O=C(NCCc1ccccc1)c1ccccc1NC(=O)C1CCCCC1C(=O)O (stereo not given)

Compound,55,56,57,58,59,60
NCF1 inh,-3,-1,-50,-10,-8,2
CHOP inh,16,0,25,2,33,-2
BaF3 parental,-1,5,3,-1,0,3
NPY1 pot ag,-20,29,18,-8,-18,-12
S1P4 agonist,0.4,1.6,1.0,0.1,-1.4,-0.9
S1P4 antagonist,0,-3,-9,-2,-11,9
NPY-Y2 PAM-ag,-23,2,13,-10,-15,4
Ba/F3 V617F tox,0,1,-1,1,-2,1
NPY Y1 blocker,4,5,·,·,2,-5
